PHOSPHO1 inh = blocks human PHOSPHO1 phosphatase activity. Q8TCT1. recombinant PHOSPHO1, absorbance phosphatase assay. 290,000 compounds, 1.1% hits. inhibition, % at 13.3 µM; in the data active = inhibition above about 60%
IDE cell inh = cellular human IDE inhibition. P14735. HEK cells, FAbetaB cleavage, fluorescence polarization. inhibition, % at 5.59 µM. 320,000 compounds, 0.41% hits. AID 434962;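 active = percent inhibition above the average of all tested compounds plus 3 SD, set per screening campaign, cut at about 16% in these data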;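 note: IDE supplied by intact live HEK cells; FP after avidin binding of uncleaved biotin substrate so inhibition keeps polarization high; 0% = DMSO wells and 100% = 60 µM reference IDE inhibitor Ii1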
CRFBP-R2 block = CRF-BP/CRF-R2 complex antagonism; HEK293 CRF-R2/CRF-BP, CRF-induced calcium fluorescence; inhibition, % at 11.8 µM; 350,000 compounds, 0.59% hits; AID 588475;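 active = inhibition of the ligand-induced calcium signal above about 50% at the single tested concentration, limit read from the data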
CRFBP-R2 agonist = CRF-BP/CRF-R2 complex agonism; HEK293 CRF-R2/CRF-BP, calcium dye fluorescence (FLIPR); percent of saturating CRF peptide response; 350,000 compounds, 0.46% hits; AID 588473; activation, % at 13.2 µM;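 active = activation of at least 50%, plus an integration ratio under a set limit after plate pattern correction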;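 note: plate controls were neutral control wells without compound for no effect and CRF at EC100 for full effect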
M4 PAM = positive allosteric modulators of human muscarinic M4 receptor. 360,000 compounds, 0.4% hits. AID 624126. CHO-K1 hM4/Gqi5, Fluo-8 calcium fluorescence, ACh EC20; 0% = ACh EC20, 100% = maximal ACh. activation, % at 3 µM. P08173;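 active = activation above its plate's cutoff, the mean activation of sample wells plus 3 SD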; note: some results filed as inactive read as strong as hits
pCIP destab = p/CIP protein destabilization | Q05BA5 | decrease of EGFP signal, % at 10 µM | F442A p/CIP-EGFP cells, EGFP fluorescence, 16 h | 290,000 compounds, 0.01% hits | AID 1984;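 active = EGFP signal decrease of at least 30% at 10 µM or well 3 SD below plate mean, unless failing retest; inactive = the rest, including hits failing retest or dose response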; note: some compounds called inactive have numbers as strong as hits; many of its hits are not listed in these tables
Target sequence (Q05BA5 1-1403): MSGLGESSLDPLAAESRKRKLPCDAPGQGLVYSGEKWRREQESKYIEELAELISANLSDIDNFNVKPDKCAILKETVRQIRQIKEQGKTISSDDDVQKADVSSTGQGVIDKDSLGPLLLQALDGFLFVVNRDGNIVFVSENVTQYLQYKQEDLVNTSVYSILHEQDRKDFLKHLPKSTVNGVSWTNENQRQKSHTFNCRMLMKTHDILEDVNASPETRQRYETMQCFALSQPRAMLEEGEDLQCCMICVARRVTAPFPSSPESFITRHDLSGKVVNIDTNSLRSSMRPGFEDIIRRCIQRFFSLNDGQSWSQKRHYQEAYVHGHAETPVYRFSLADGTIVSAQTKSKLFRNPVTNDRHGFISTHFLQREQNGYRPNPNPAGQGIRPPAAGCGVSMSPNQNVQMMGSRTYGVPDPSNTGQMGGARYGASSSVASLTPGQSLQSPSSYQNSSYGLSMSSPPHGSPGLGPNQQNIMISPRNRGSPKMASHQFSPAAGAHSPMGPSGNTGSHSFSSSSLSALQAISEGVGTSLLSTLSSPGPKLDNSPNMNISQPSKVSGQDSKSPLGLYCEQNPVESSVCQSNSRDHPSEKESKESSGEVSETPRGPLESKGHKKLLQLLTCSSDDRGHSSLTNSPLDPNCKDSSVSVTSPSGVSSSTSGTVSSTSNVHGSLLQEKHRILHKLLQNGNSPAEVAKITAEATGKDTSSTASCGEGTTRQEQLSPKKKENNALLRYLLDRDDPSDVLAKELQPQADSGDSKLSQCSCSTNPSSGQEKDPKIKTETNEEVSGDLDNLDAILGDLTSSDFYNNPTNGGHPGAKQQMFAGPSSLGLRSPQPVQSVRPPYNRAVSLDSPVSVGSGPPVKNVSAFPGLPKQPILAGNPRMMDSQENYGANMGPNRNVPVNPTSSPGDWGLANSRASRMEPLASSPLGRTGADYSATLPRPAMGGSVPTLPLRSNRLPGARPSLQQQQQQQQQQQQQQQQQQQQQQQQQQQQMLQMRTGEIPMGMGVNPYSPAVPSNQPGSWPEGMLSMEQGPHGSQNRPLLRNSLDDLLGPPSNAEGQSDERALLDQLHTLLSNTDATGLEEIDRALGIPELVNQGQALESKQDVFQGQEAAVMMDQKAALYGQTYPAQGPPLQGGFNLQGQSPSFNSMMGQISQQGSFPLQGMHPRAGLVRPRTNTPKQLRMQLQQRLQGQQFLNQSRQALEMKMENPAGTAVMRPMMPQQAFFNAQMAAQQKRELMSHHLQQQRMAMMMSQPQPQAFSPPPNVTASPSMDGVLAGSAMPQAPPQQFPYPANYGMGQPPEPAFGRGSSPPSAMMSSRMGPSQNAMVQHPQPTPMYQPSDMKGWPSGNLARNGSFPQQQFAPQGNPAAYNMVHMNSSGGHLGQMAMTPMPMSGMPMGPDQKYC
IDE cell activ = boosts human insulin-degrading enzyme activity in HEK cells; activation, % at 5.96 µM; FAbeta-B cleavage, fluorescence polarization; 0% vehicle, 100% cell-free pure enzyme wells; 340,000 compounds, 0.073% hits; AID 493087; P14735;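 active = activation above the mean of all tested compounds plus 3 SD, set per screening campaign, cut at about 17% in these data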
MEKK3 PB1 HTS = MEKK3-MEK5 PB1 interaction, increase or decrease. Q99759. bead-based flow cytometry, Alexa488-MEK5 binding to MEKK3; actives lie on both sides; 0 = blocked by unlabeled MEK5, 100 = vehicle. binding response (% of control), % at 10 µM. 290,000 compounds, 1.4% hits. AID 1529;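 active = binding response more than 3 SD above or below the average of its plate-row segment, actives on both sides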;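 note: Alexa488 bead fluorescence after subtracting the streptavidin-only scavenger bead signal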
GalR3 antag = antagonists of human GalR3; O60755; HEK293 GalR3-CNG cAMP membrane potential fluorescence; galR3 body fused to GalR1 C-terminus; inhibition, % at 3 µM; 360,000 compounds, 0.44% hits;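 active = inhibition above the screen-wide average plus 3 SD, cut at about 13% in these data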;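 note: forskolin and galanin both at EC90 stimulate the cells; cAMP rise reported by CNG channel membrane potential dye signal; 0% = forskolin plus galanin with DMSO and 100% = forskolin alone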
* marks the source's active call; other numbers are inactive results; · = not tested or not shown. The order is random. About 4.2% of those tested had a hit in this group.

SMILES,PHOSPHO1 inh,IDE cell inh,CRFBP-R2 block,CRFBP-R2 agonist,M4 PAM,pCIP destab,IDE cell activ,MEKK3 PB1 HTS,GalR3 antag
O=C(C1CCCO1)N1CCN(Cc2c(O)ccc3ccccc23)CC1 (centres undefined),104*,8,-15,-2.8,-3,-2,-1,106,-3
O=[N+]([O-])c1cc(S(=O)(=O)C(F)(F)F)ccc1Sc1nc2ccccc2s1,-140,5,-6,0.1,7,-15,-1,98,-2
Cc1[nH]c2ccccc2c1/C=N/NC(=O)Nc1ccccc1,16,-8,-6,0.9,-1,2,3,110,-6
O=C(CSc1ncn[nH]1)N(C1CCCCC1)C1CCCCC1,4,2,0,-2.8,6,-10,7,104,0
Cc1cc(C(C)(C)C)cc(S(=O)(=O)Nc2ccc(O)c(C(=O)O)c2)c1C,31,4,31,1.8,2,-8,-5,101,-5
c1ccc2c(C3CCO3)cccc2c1 (centres undefined),·,2,-2,-0.3,9,·,-5,·,·
O=C(NC(C(=O)N/N=C/c1ccccc1)c1n[nH]c(=O)c2ccccc12)c1ccccc1 (centres undefined),23,2,-17,98*,2,-12,3,·,-3
CC(C)[C@H](NC(=O)NCc1ccco1)C(=O)O,-21,2,3,-0.8,1,-8,0,101,2
O=C(NC1CCCCC1)C1CC=CCC1C(=O)OCC(Cl)=C(Cl)Cl (centres undefined),34,0,3,-2.2,-6,-12,2,102,-3
CCOC(=O)C1=C(CN2CCN(C(=O)c3ccco3)CC2)NC(=O)NC1c1ccc(Cl)cc1 (centres undefined),-6,7,-16,-1.2,-2,7,-2,97,-8
CCn1c2ccccc2c2cc(NC(=O)COC(=O)c3cc(OC)c(OC)cc3OC)ccc21,4,-3,-19,-1.5,-8,-13,-2,99,1
O=C(CSc1nnc(-c2ccccn2)o1)Nc1ccccc1F,43,-3,0,-0.8,-2,15,2,103,-5
COc1ccc(OC)c(N(CC(=O)N2CCOCC2)S(C)(=O)=O)c1,36,0,1,0.1,2,-6,8,101,-7
CCOc1ccc(NC(=O)CN(C)C(=O)C2CCN(C(=O)c3ccc(Cl)cc3)CC2)cc1OCC,·,0,-9,-0.3,5,·,-1,·,-6
CCN1CCN(c2ccc(NC(=O)c3cccnc3)cc2Cl)CC1,17,2,13,3.2,-3,2,2,89,-2
Cc1cc(Sc2nc(N(C)C)nc(N(C)C)n2)nc(Cl)n1,37,-1,24,-1.4,1,-3,-7,137*,4
CCOC(=O)C(=O)c1c(-c2ccc(C)cc2)nc2ccccn12,24,0,-34,-2.4,11,10,0,99,-8
CCOc1[nH]n(-c2ccc(Cl)cc2)c(=O)c1C=Nc1ccc(O)cc1,38,2,4,0.3,-2,-7,6,111,-4
CCc1ccc(NC(=O)/C(C#N)=C/c2cc3ccc(C)cc3nc2N2CCOCC2)cc1,-14,2,-65,39,7,14,1,99,-3
S=C1SCN(CCN2CCOCC2)CN1Cc1ccccc1,24,0,-4,-3.0,-2,0,6,92,-7
Cc1ccc(N2C(=O)c3ccccc3C2Nc2ccccc2)nc1 (centres undefined),-12,-4,-8,-0.1,-2,2,4,97,·
C[C@@H]1CN([C@@H](C)CO)C(=O)c2cc(NS(C)(=O)=O)ccc2O[C@@H]1CN(C)S(=O)(=O)c1ccccc1,·,-7,4,4.1,5,·,-1,·,-6
CC(=O)c1cccc(NS(=O)(=O)c2ccc(-c3cc(C)no3)s2)c1,22,-2,-6,-0.2,-9,-8,3,94,-1
CC(=O)c1c[nH]c(C(=O)NCC2CCCO2)c1 (centres undefined),3,0,-10,0.7,3,3,1,97,0
Cc1cc2c(cc1C)C(=O)NC(C)(C)C2,-12,4,-9,0.2,-10,-21,0,98,-1

One compound at a time, from the list above.
COc1ccc(OC)c(N(CC(=O)N2CCOCC2)S(C)(=O)=O)c1 as listed: PHOSPHO1 inh = 36; IDE cell inh = 0; CRFBP-R2 block = 1; CRFBP-R2 agonist = 0.1; M4 PAM = 2; pCIP destab = -6; IDE cell activ = 8; MEKK3 PB1 HTS = 101; GalR3 antag = -7
CCc1ccc(NC(=O)/C(C#N)=C/c2cc3ccc(C)cc3nc2N2CCOCC2)cc1 as listed: PHOSPHO1 inh = -14; IDE cell inh = 2; CRFBP-R2 block = -65; CRFBP-R2 agonist = 39; M4 PAM = 7; pCIP destab = 14; IDE cell activ = 1; MEKK3 PB1 HTS = 99; GalR3 antag = -3

(listing goes on)
SMILES,PHOSPHO1 inh,IDE cell inh,CRFBP-R2 block,CRFBP-R2 agonist,M4 PAM,pCIP destab,IDE cell activ,MEKK3 PB1 HTS,GalR3 antag
S=C(NCCN1CCOCC1)N1CCN(c2cccc(Cl)c2)CC1,8,1,1,0.1,-18,0,3,104,-9
CCCn1c(O)c2ccc(C(=O)N=NC(=O)c3cccnc3)cc2c1O,-21,1,5,0.8,-9,-3,3,102,-3
CCOC(=O)CC1=NN(c2ccccc2)C(=O)/C1=C\c1ccc(OC)cc1OC,2,0,47,0.5,-1,3,2,103,-1
COc1ccc(C(=O)N/N=C/c2ccc(OC(=O)c3ccccc3)cc2)cc1,-4,3,6,-1.1,9,8,1,99,-1
Cc1ccc([N+](=O)[O-])cc1NC(=O)c1cccnc1,19,6,-1,0.8,2,-1,6,104,-5
Cc1csc(NC(=O)CSc2nc3sc(C)c(C)c3c(=O)[nH]2)n1,6,-3,34,-4.4,2,-11,3,115,-3
CCCOc1ccc(/C=N/NC(=O)C(C)Sc2ccccn2)cc1OCC (centres undefined),-4,4,11,-0.6,-1,1,2,110,-5
COc1cccc(OC)c1C(=O)N1CCN(S(=O)(=O)c2ccccc2)CC1,-21,2,-13,-2.1,5,-20,-2,100,0
COc1cccc(-n2sc3c(c2=S)-c2cc(OC)ccc2NC3(C)C)c1,88*,-1,5,-1.0,-6,-10,3,107,5
C=CCOc1ccc(/C=C2\SC(=S)N(N3CCOCC3)C2=O)cc1,-1,5,-2,0.7,0,-12,0,98,2
O=C1Nc2cccnc2Sc2ccccc21,21,1,5,-0.9,-2,-12,-7,101,-9
CCCc1cc(=O)[nH]c(SCC(=O)N2C(C)CCCC2C)n1 (centres undefined),27,5,1,0.3,2,-11,2,107,-8
O=S1(=O)C[C@@H](O)[C@@H](Nc2ccccc2)C1,33,-6,1,-0.9,-6,3,·,85,-1
CS(=O)(=O)Nc1ccc(C(=O)NCCSC2CCCCC2)cc1,0,4,-13,7.9,13,4,3,92,·
CC(C)NC(=O)C1CCN(c2ccc(S(=O)(=O)N3CCOCC3)cc2Cl)CC1,53,7,2,4.7,-2,-4,3,93,-3
O=C(O)CCc1nc(-c2ccccc2Cl)no1,19,4,3,0.8,3,7,3,88,2
CCOc1ccccc1Nc1nc(N)nc(CN(C)C2CCCCC2)n1,-60,0,5,0.0,1,-14,1,99,2
COc1ccc(-c2csc(NC(=O)CN3C(=O)C4CCCCC4C3=O)n2)c(OC)c1 (centres undefined),·,-2,-14,-1.0,3,·,0,·,-3
COC(=O)CSc1nc(C)cc(C(F)(F)F)c1C#N,53,10,-10,-3.1,-2,-1,2,102,-2
Cc1cc(=O)oc2cc(Oc3ncccc3[N+](=O)[O-])ccc12,-4,3,6,-0.6,10,9,-2,93,-3
CCOc1ccc(S(=O)(=O)NCCC(=O)NCC2CCCO2)cc1 (centres undefined),·,3,7,0.3,0,·,4,·,-4
CN(CC(=O)Nc1cccc(F)c1)C(=O)CC1CC2CCC1C2 (centres undefined),18,-3,-1,1.1,2,-2,1,103,2
CC(=O)OCC1(C)CN(c2ccccc2)N(C(=O)c2ccc(C(C)(C)C)cc2)C1=O (centres undefined),24,·,-6,-1.3,1,0,-5,95,-5
COc1ccccc1-c1nnn(C/C(N)=N/O)n1,-4,7,20,-1.6,-2,-6,-3,107,1
CCc1nnc(NS(=O)(=O)c2ccc(NC(=O)/C=C/c3ccc(F)cc3)cc2)s1,23,0,17,0.5,-5,7,1,104,-2
CCC(=O)c1ccc(N2CCOCC2)c(F)c1,·,-1,-20,-2.5,4,·,3,105,-5
Cc1ccc(NC(=O)COC(=O)/C(=C/c2cccs2)c2cccs2)cc1S(=O)(=O)N(C)C,7,3,-12,2.0,-12,-10,-1,102,-6
CCOC(CNC(=O)CN1C(=O)COc2ccc(S(=O)(=O)N3CC(C)CC(C)C3)cc21)OCC (centres undefined),33,-2,-11,-2.9,-1,5,5,95,-3
COc1ccccc1-c1c(C)oc2c(CN3CCCCC3C)c(O)ccc2c1=O (centres undefined),20,10,18,0.6,-1,5,1,106,-8
O=C1OCc2ccc(NC(=O)c3c(F)cccc3Cl)cc21,43,0,15,0.6,3,0,-3,104,-1
CNC(=S)NNC(=O)Cc1ccccc1,6,4,6,0.0,6,-14,5,100,-1
COc1ccc2nc(C)cc(SCC(=O)N/N=C/c3ccc(O)cc3O)c2c1,-10,-10,10,-0.9,-2,-2,3,99,0
CC(=O)S[C@@H]1CC2=CC(=O)CC[C@]2(C)[C@H]2CC[C@@]3(C)[C@@H](CC[C@@]34CCC(=O)O4)[C@H]12,·,-5,-8,-0.7,5,·,4,110,-1
COCC1CCN(C(=O)c2ccc(OC)c(OC3CCN(C(C)C)CC3)c2)CC1,17,·,19,-1.7,0,-9,2,101,-2
Cc1ccccc1NC(=O)Cn1nnc2ccccc21,-18,-3,16,-2.2,-1,-20,6,102,-3
CCNC(=S)N1CCN=C1Nc1nc(C)cc(C)n1,-11,-1,-5,-0.3,-1,4,·,101,1
C=CCOc1ccccc1CNCCNC(=O)c1nonc1N,54,10,0,-2.2,0,-6,6,100,2
O=C(CCc1nnc(CCCCc2ccccc2)o1)NC1CCCC1,48,-4,5,-1.1,0,-9,5,107,-4
COc1cccc(C2CC(c3ccc(Cl)cc3Cl)n3nc(N)nc3N2)c1 (centres undefined),-2,-1,-14,8.7,-2,3,-3,94,-1
CCOc1ccc(C(=O)CCC(=O)NNC(=O)CCN2CCN(c3ccccc3)CC2)cc1,·,-2,-4,-2.9,2,·,2,·,-5
CCNC(=O)CC1C(=O)N(c2cccc(C)c2)C(=O)N1CCC(C)C (centres undefined),18,0,-5,1.3,-1,4,4,103,-8
COc1ccc(NC(=O)c2cc(-c3cccc(OC)c3)on2)cc1,-33,-2,22,-2.7,11,-13,0,100,-8
CC(=O)c1cccc(NC(=O)CN2C(=O)C(=O)N(Cc3ccco3)C2=O)c1,·,3,-1,-0.1,-2,·,-3,·,-2
CCOC(=O)N1CCN(C(=O)COC(=O)c2ccc([N+](=O)[O-])cc2Cl)CC1,·,·,0,-1.7,-2,·,0,·,-4
Nc1nc2c(c3c1c(=O)oc1ccccc13)CCCCC2,-52,1,-3,4.0,-4,4,-7,100,-5
Cc1ccc(C(=O)c2sc(Nc3ccccc3)c(C#N)c2N)cc1,-6,3,-18,-2.0,-1,-6,1,104,-5
CCN(Cc1ccccc1)C(=O)CCc1nc(CN2CCN(C(=O)c3ccc([N+](=O)[O-])cc3)CC2)no1,38,8,0,-1.3,-5,-2,3,96,4
CNN/C(N=Cc1ccc([N+](=O)[O-])s1)=N\S(=O)(=O)c1cc(C)c(Cl)cc1SCc1ccccc1,·,·,-3,4.4,0,·,2,·,1
O=C1/C(=C/c2cccs2)SC(=S)N1NS(=O)(=O)c1ccccc1,2,0,27,0.9,-2,-15,-2,103,6
CCOC(=O)c1ccc(NC(=O)Cn2c(-c3nonc3N)nc3ccccc32)cc1,0,-1,5,1.7,2,-45,-6,103,-8
COc1ccc(C(=O)N2CCCN(C)CC2)cc1S(=O)(=O)N(C)Cc1ccccc1,·,-3,2,-0.2,7,·,3,·,-5

Screens deposited in PubChem BioAssay by several laboratories.
